CRE-bla Fsk – Cell signaling CRE-BLA (Fsk stim); CHO CRE-bla reporter (cAMP response element driving beta-lactamase), forskolin EC10, beta-lactamase ratio; Potency, µM (highest dose often 38.2 µM), inactives show at the top dose activity change, negative = inhibition, most hits filed as activators; hit rate 2.5% among 71,000; AID 662, 2007; active = well fitted activation curve with a large enough effect in the signal ratio, with a control signal flat, not every such curve was filed as active; inconclusive = small, poorly fitted or top-dose-only effect, or effect the other way, or a change in a side signal; the % refers to the signal ratio; also: potency is read from the fitted curve at half-maximal effect; % of control where 0% means no effect
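CHO CRE-bla cells, overnight plating in Opti-MEM with 0.5% dialyzed FBS; cpd titration + EC10 NKH 477, 3 h 37 °C; CCF4 2 h RT; ex 405/em 460 vs 530 ratio → %Activity, AC50.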
HBB splice mod – qHTS Assay for Modulators of Hemoglobin Beta Chain Splicing; AID 925, 2007; Potency, µM (titrated, usually from 46.1 µM), for inactives: at the highest dose activation, actives largely listed as activators; HBB splicing reporter cell assay, activation; EGFP reporter with mutant IVS2-654 intron; response scale: normalised to 500 nM splice-correcting PNA; hit rate 0.06% among 65,000; also: potency is read from the fitted curve at half-maximal effect; 0% is about no effect
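Compounds were applied for 2 days to HeLa EGFP-654 cells, 500/well in Optimem with 2% FCS. The reporter's EGFP is disrupted by mis-splicing of beta-globin intron IVS2-654. Readout: summed well GFP fluorescence from 488 nm laser scanning; reference was 500 nM antisense […] 654 PNA.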
DNA Pol III inh – qHTS Assay for Inhibitors of DNA Polymerase III Holoenzyme System. Potency, µM (highest dose often 57.1 µM), inactives show at the top dose activity change, negative = inhibition. hit rate 0.25% among 71,000. AID 603, 2007. reconstituted DNA polymerase III holoenzyme replication, biochemical; also: potency is read from the fitted curve at half-maximal effect; % is scaled to controls: 0 for no effect and ±100 for the full control effect
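Reconstituted *E. coli* holoenzyme (0.35 nM Pol III, 1 nM beta, 154 nM SSB, 2 nM primase) was preincubated with compound for 15 min at RT. Synthesis on 1.4 nM ssM13Gori ran 35 min, then was stopped with PicoGreen/EDTA and read as dsDNA fluorescence.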
Tau fil binding – qHTS Assay for Tau Filament Binding | Microtubule-associated protein tau (Homo sapiens), P10636 | hit rate 2% among 71,000 | AID 596, 2007 | recombinant tau filaments, thioflavin S fluorescence, 15 h; filaments grown with octadecylsulfate alongside compound | Potency, µM (highest dose often 57.1 µM), inactives show at the top dose activity change, negative = inhibition;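 also: potency is read from the fitted curve at half-maximal effect; % is scaled to controls: 0 for no effect and ±100 for the full control effect; actives lower thioflavin S fluorescence by blocking filaments or displacing dye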
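Thioflavine S fluorescence (ex 450, em 510 nm) reports filaments formed from 1 uM human tau plus 30 uM ODS over 15 h at 37 C (10 mM HEPES pH 7.4, 100 mM NaCl, 5 mM DTT); compounds displacing dye or blocking filaments lower signal.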
Epigenetic mod – qHTS Assay for Epigenetic Modulators; hit rate 0.09% among 68,000; mouse C127i GFP locus derepression, cytometry, 30 h; Potency, µM (titrated, usually from 46.1 µM), without a hit: top-dose GFP derepression (activation); also: % of control where 0% means no effect
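Derepression screen: silenced CMV-GFP reporter in murine C127i cells, 30 h compound incubation at 37 C, washed cells imaged by laser-scanning cytometer to enumerate GFP-expressing objects of 20 to 120 um.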
ALOX15 inhib – qHTS Assay for Inhibitors of 15-hLO (15-human lipoxygenase); Polyunsaturated fatty acid lipoxygenase ALOX15 (Homo sapiens), P16050; purified 15hLO-1, xylenol orange hydroperoxide absorbance; Potency, µM (series often up to 57.1 µM), inactives show at the highest dose activity change, negative = inhibition, most hits filed as inhibitors; hit rate 1.4% among 74,000; AID 887, 2007; also: potency is read from the fitted curve at half-maximal effect; % is scaled to controls: 0 for no effect and ±100 for the full control effect; nearly all actives have a fitted effect of over 55% in size
Target sequence (P16050 whole entry, looked up): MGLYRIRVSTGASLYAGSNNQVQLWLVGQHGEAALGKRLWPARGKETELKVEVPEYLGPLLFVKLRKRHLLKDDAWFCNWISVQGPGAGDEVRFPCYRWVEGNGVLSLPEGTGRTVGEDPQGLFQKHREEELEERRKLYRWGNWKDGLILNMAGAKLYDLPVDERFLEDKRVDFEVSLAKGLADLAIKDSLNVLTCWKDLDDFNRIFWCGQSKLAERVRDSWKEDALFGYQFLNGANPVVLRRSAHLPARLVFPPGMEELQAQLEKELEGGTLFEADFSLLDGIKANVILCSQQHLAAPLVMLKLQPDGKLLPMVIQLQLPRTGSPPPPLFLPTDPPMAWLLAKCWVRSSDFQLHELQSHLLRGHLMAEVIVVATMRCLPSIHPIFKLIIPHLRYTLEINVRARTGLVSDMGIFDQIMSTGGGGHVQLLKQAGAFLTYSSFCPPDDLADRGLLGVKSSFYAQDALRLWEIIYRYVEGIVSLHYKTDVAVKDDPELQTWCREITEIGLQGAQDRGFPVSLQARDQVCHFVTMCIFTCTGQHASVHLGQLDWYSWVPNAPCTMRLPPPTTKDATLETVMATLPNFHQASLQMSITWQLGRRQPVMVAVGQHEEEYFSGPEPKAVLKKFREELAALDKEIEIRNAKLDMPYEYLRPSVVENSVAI
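Quantitative HTS in 25 mM Hepes pH 7.5 containing 0.01% Triton X-100: human 15hLO-1 at 40 nM, arachidonic acid at 50 uM, 6 min turnover. Product quantified via ferrous oxidation/xylenol orange, 573:405 nm absorbance ratio.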
HADH2 inh – qHTS Assay for Inhibitors of HADH2 (Hydroxyacyl-Coenzyme A Dehydrogenase, Type II); hit rate 3.4% among 73,000; 3-hydroxyacyl-CoA dehydrogenase type-2 (Homo sapiens), Q99714; Potency, µM (top dose mostly 57.1 µM), inactives show at the highest dose activity change, negative = inhibition, actives largely listed as inhibitors; recombinant HADH2, NADH fluorescence, beta-hydroxybutyryl-CoA; also: potency is read from the fitted curve at half-maximal effect; % is scaled to controls: 0 for no effect and ±100 for the full control effect; nearly all actives have a fitted effect of over 60% in size; many of its hits are not listed in these tables
Target sequence (Q99714 whole entry, looked up, one chain of several): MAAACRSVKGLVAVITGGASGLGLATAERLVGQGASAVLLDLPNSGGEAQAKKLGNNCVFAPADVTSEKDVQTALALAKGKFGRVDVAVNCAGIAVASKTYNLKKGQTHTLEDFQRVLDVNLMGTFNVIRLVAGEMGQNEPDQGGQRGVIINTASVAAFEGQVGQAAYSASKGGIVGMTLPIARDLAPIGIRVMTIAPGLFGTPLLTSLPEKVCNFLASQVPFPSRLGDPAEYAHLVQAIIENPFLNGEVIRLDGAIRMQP
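E. coli-expressed His-tagged HADH2 tested at 20 nM in alkaline Tris buffer (pH 9.0); oxidation of 90 uM beta-hydroxybutyryl-CoA with 1 mM NAD+ tracked fluorimetrically for 4 min.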
ERK AVP block – qHTS Assay for Inhibitors of the ERK Signaling Pathway using a Homogeneous Screening Assay; HEK293-V1b, vasopressin-stimulated pERK AlphaScreen; Potency, µM (doses to about 57.5 µM), for the others: at the top dose activity, negative = inhibition, hits mostly inhibitors; hit rate 0.99% among 72,000; also: potency is read from the fitted curve at half-maximal effect; % is scaled to controls: 0 for no effect and ±100 for the full control effect; nearly all actives have a fitted effect of over 55% in size
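qHTS, compounds titrated on V1b-expressing HEK293 cells. Preincubation 30 min at 37C, vasopressin 25 nM for 5 min, lysis 10 min, bead incubation 5 hr at room temperature.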
Hsp90 Hop PPI – qHTS Assay for Disrupters of an Hsp90 Co-Chaperone Interaction; AlphaScreen TPR2A-His6 binding biotin-Hsp90 C-terminal peptide; Potency, µM (doses to about 57 µM), without a hit: top-dose activity change, negative = inhibition; hit rate 0.44% among 71,000; AID 595, 2007; active = well fitted curve in either direction with a large enough effect; inconclusive = small, poorly fitted or top-dose-only effect, or another doubt; also: potency is read from the fitted curve at half-maximal effect; % is scaled to controls: 0 for no effect and ±100 for the full control effect; many of its hits are not listed in these tables
FLuc inh – qHTS Assay for Inhibitors of Firefly Luciferase; Luciferin 4-monooxygenase (Photinus pyralis), P08659; purified firefly luciferase, luminescence, 8 min; Potency, µM (doses to about 57.1 µM), for inactives: at the highest dose activity change, negative = inhibition, most hits filed as inhibitors; hit rate 2.2% among 72,000; AID 411, 2009; also: potency is read from the fitted curve at half-maximal effect; % is scaled to controls: 0 for no effect and ±100 for the full control effect; nearly all actives have a fitted effect of over 40% in size
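Luminescence read-out after 8 min at room temperature; enzyme reaction used luciferin plus 10 uM ATP (linear range) in imidazole buffer pH 7.2 with KCl, MgCl2, Tween 20 and BSA. Each sample was run as a titration.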
Ub-GFP proteasome – Ubiquitin-GFP Assay | Ubiquitin-GFP reporter cells, proteasome inhibition, GFP fluorescence; response scale: untreated = 0%, 10 µM MG-132 = 100% | Potency, µM (series often up to 45.9 µM), without a hit: top-dose activation (GFP accumulation), most hits filed as activators | 67,000 tested, under 10 active | AID 526, 2006; active = well fitted activation curve with a large enough effect, not every such curve was filed as active; inconclusive = small, poorly fitted or top-dose-only effect, or another doubt; inactive = no such curve, though single readings can be large or run the other way; also: potency is read from the fitted curve at half-maximal effect
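Proteasome blockade was scored as a rise in GFP-expressing U2OS cells carrying a ubiquitin(G76V)-GFP construct, imaged after 4 hr compound treatment at 37 °C across a 46 uM–2.9 nM series.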
An asterisk follows results filed as active; ? = inconclusive; / = not tested or not shown; [ ] = remark or other dose. Unless noted, calls follow the shape of the dose curve; as a rule, active = well fitted curve in the direction sought with a large enough effect; inconclusive = small, poorly fitted or top-dose-only effect, or another doubt; inactive = no such curve, though single readings can be large; an effect the other way counts as inactive or inconclusive. Some of the compounds tested; the hit share may differ from the screen's.

SMILES	CRE-bla Fsk	HBB splice mod	DNA Pol III inh	Tau fil binding	Epigenetic mod	ALOX15 inhib	HADH2 inh	ERK AVP block	Hsp90 Hop PPI	FLuc inh	Ub-GFP proteasome
COC(=O)c1ccc(CSc2nc3c(c(=O)n2-c2ccc(C)cc2)SCC3)o1	9%	0.2%	-5%	-14%	/	13%	9%	/	2%	1%	-4%
Cn1nnnc1SCc1c(F)cccc1F	?	-3.0%[57.5 µM]	-2%	2%	0%	6%	3%	0%	0%	2%	2%
COc1ccccc1N1CCN(C(=O)C2CCC(Cn3c(=S)[nH]c4ccccc4c3=O)CC2)CC1 (centres undefined)	-18%	5.7%	4%	-13%	-3%	?	10%	-22%	-3%	4%	-3%
CNC(=O)c1cc2c(=O)n3cccc(C)c3nc2n(C(C)C)c1=N	10µM*	0.4%	-10%	183%	0%	-8%	4µM*	-22%	-5%	0%	0%
COc1ccc(C(=O)N2CC=C(c3ccccc3)CC2)cc1S(=O)(=O)N1CCOCC1	-6%	-0.1%[57.5 µM]	4%	4%	1%	?	5%	-8%	-2%	-1%	2%
O=C(CSc1ncnc2nc[nH]c12)c1ccccc1	-1%[7.6 µM]	0.5%[9.22 µM]	-2%[11.4 µM]	2%[11.4 µM]	-5%[9.22 µM]	2%[11.4 µM]	0%[11.4 µM]	-1%[11.5 µM]	-3%[11 µM]	-1%[11.4 µM]	-1%[9.17 µM]
O=C(Nc1c(-c2ccccc2)nc2ccccn12)c1ccco1	2%	-1.5%	-4%	4%	-2%	-8%	1%	9%	0%	-1%	-2%
CCOc1ccccc1N1CCN(Cc2ccc(OC)c(OC)c2OC)CC1	-14%	-2.0%	-3%	-13%	-3%	-17%	0%	-20%	-5%	0%	-9%
CCCCCCN(C(=O)CCCCCN1C(=O)NC(C2CCCCC2)C(C(=O)OCc2ccccc2)=C1C)C(C(=O)NCCCC)c1ccc(OCC(=O)OC)c(C(=O)OC)c1 (centres undefined)	9%	-1.3%	1%	22%	/	?	36%[activator]	12%	-4%	/	/
CC(C)(C)n1nnnc1C(c1cccs1)N(Cc1ccccc1)Cc1cccnc1 (centres undefined)	1%	/	-5%	-5%	0%	11%	-26%	-8%	1%	1%	8%
Cc1cc(-c2ccc(Cl)cc2)n2nc(N)nc2n1	13µM*	-1.3%	-5%	3%	3%	3%	32µM*	?	-3%	0%	7%
Cc1sc2ncn(CC(=O)OC(C)C(=O)NC(C)(C)C)c(=O)c2c1C (centres undefined)	6%	/	-2%	1%	-3%	14%	2%	?	-3%	2%	-2%
COc1ccccc1NC(=O)N1CCN(c2ncccn2)CC1	6%	0.9%	-4%	-1%	6%	-2%	-1%	-22%	0%	3%	8%
CCCC(=O)C1=C(O)C(C(=O)OC)C(C)(C)CC1=Nc1ccccc1 (centres undefined)	8%	-2.5%	8%	-12%	-5%	-4%	-8%	-7%	5%	0%	-12%
COc1ccccc1N1CCN(C(=O)Nc2cccc(C)c2)CC1	-14%	-0.2%[57.5 µM]	-2%	0%	0%	3%	15%	-20%	2%	-5%	3%

Arranged by heavy-atom count (low to high): 8 of the compounds above
SMILES	CRE-bla Fsk	HBB splice mod	DNA Pol III inh	Tau fil binding	Epigenetic mod	ALOX15 inhib	HADH2 inh	ERK AVP block	Hsp90 Hop PPI	FLuc inh	Ub-GFP proteasome
Cc1cc(-c2ccc(Cl)cc2)n2nc(N)nc2n1	13µM*	-1.3%	-5%	3%	3%	3%	32µM*	?	-3%	0%	7%
O=C(CSc1ncnc2nc[nH]c12)c1ccccc1	-1%[7.6 µM]	0.5%[9.22 µM]	-2%[11.4 µM]	2%[11.4 µM]	-5%[9.22 µM]	2%[11.4 µM]	0%[11.4 µM]	-1%[11.5 µM]	-3%[11 µM]	-1%[11.4 µM]	-1%[9.17 µM]
O=C(Nc1c(-c2ccccc2)nc2ccccn12)c1ccco1	2%	-1.5%	-4%	4%	-2%	-8%	1%	9%	0%	-1%	-2%
CCOc1ccccc1N1CCN(Cc2ccc(OC)c(OC)c2OC)CC1	-14%	-2.0%	-3%	-13%	-3%	-17%	0%	-20%	-5%	0%	-9%
CC(C)(C)n1nnnc1C(c1cccs1)N(Cc1ccccc1)Cc1cccnc1 (centres undefined)	1%	/	-5%	-5%	0%	11%	-26%	-8%	1%	1%	8%
COc1ccc(C(=O)N2CC=C(c3ccccc3)CC2)cc1S(=O)(=O)N1CCOCC1	-6%	-0.1%[57.5 µM]	4%	4%	1%	?	5%	-8%	-2%	-1%	2%
COc1ccccc1N1CCN(C(=O)C2CCC(Cn3c(=S)[nH]c4ccccc4c3=O)CC2)CC1 (centres undefined)	-18%	5.7%	4%	-13%	-3%	?	10%	-22%	-3%	4%	-3%
CCCCCCN(C(=O)CCCCCN1C(=O)NC(C2CCCCC2)C(C(=O)OCc2ccccc2)=C1C)C(C(=O)NCCCC)c1ccc(OCC(=O)OC)c(C(=O)OC)c1 (centres undefined)	9%	-1.3%	1%	22%	/	?	36%[activator]	12%	-4%	/	/

Other entries.
SMILES	CRE-bla Fsk	HBB splice mod	DNA Pol III inh	Tau fil binding	Epigenetic mod	ALOX15 inhib	HADH2 inh	ERK AVP block	Hsp90 Hop PPI	FLuc inh	Ub-GFP proteasome
O=C(NCCOC(=O)C1COc2ccccc2O1)c1cccnc1 (centres undefined)	1%	-0.9%	-3%	-6%	2%	-13%	-18%	-7%	-3%	0%	2%
CCOC(=O)COc1cc(=O)n(CC)c2ccccc12	14%	0.3%	-2%	16%	2%	4%	10%	14%	-4%	-2%	-9%
FC(F)(F)c1cccc(N2CCN(c3nnnn3-c3ccccc3)CC2)c1	15%	-0.2%[57.5 µM]	0%	5%	9%	4%	10%	-2%	23%	-1%	0%
COc1ccc(OC)c(CNc2nc3ccccc3n2CCN2CCCCC2)c1	?	1.3%	2%	-3%	-2%	7%	18%	-5%	-2%	0%	-1%
COc1ccccc1OCCCCCc1c(C)n[nH]c1C	0%	-1.5%	5%	-14%	-5%	16%	?	-29%	-7%	0%	6%
Cc1cc(C(=O)OCC(=O)Nc2nc(-c3ccccc3)cs2)c(C)o1	5%	0.5%	3%	23%	0%	-5%	11%	-3%	-1%	1%	2%
CN1C(=O)C(O)(CC(=O)c2cccc(-n3cccc3)c2)c2ccccc21 (centres undefined)	1%	0.1%	-3%	-8%	-3%	-2%	1%	?	-13%	-1%	7%
O=C(NC1CCCC1)c1ccc(CS(=O)(=O)c2cccc(C(F)(F)F)c2)o1	2%	0.2%[1.84 µM]	3%	4%	4%	10%	15%	18%	1%	1%	14%
Cc1ccc(C(=O)NC(C)(COc2nonc2C)COc2nonc2C)cc1	-10%	-0.3%	-3%	-4%	-2%	3%	18%	20%	2%	1%	-1%
Cc1cnc(CNc2ncncc2-c2cccc(C#N)c2)cn1	-1%	-0.3%	2%	-16%	-4%[9.22 µM]	?	?	27%	-3%	0%[2.29 µM]	5%
CC1Cc2nc(SCC(=O)NC3CCCCC3)n(C)c(=O)c2S1 (centres undefined)	-2%	-0.6%	-5%	-24%	-3%	-7%	-12%	18%	2%	-5%	3%
CCn1c(SCC(=O)NCc2ccco2)nnc1C(C)C	?	-5.5%	-6%	19%	-3%	-9%	-11%	12%	-2%	0%	1%
COc1ccc(NC(=O)c2cc(C)on2)cc1OC	3%	-0.9%	-4%	1%	2%	4%	2%	-6%	-5%	2%	3%
CCCCC(CC)COC(=O)c1ccc(N(C)C)cc1 (centres undefined)	5%	-0.9%	-6%	-5%	/	-8%	?	17%	5%	/	/
